Rab9 prom act: activators of Rab9 promoter; Huh7 Rab9 promoter-luciferase reporter, luminescence, 24 h; Potency, µM (series often up to 9.22 µM), for inactives: top-dose activation, negative = inhibition, most hits filed as activators; hit rate 2.8% among 320,000; note: potency is the fitted concentration of half-maximal effect; % of control where 0% means no effect; nearly all actives have a fitted effect of over 60% in size
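Measured in stably transfected Huh7 cells bearing a Rab9 promoter–luciferase construct: 24 h compound treatment at 37 °C, followed by luminescence detection.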
FLuc modulator: inhibits or activates purified firefly luciferase, miR-21 counter-screen | P08659 | hit rate 6.9% among 360,000 | AID 588342 | purified FLuc, Km substrates, luminescence inhibition | Potency, µM (doses to about 57.5 µM), for inactives: at the top dose activity change, negative = inhibition, hits mostly inhibitors;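 note: potency is the fitted concentration of half-maximal effect; plate controls were vehicle for no effect and reference inhibitor for full effect; nearly all actives have a fitted effect of over 55% in size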
Target sequence (P08659 whole entry, looked up): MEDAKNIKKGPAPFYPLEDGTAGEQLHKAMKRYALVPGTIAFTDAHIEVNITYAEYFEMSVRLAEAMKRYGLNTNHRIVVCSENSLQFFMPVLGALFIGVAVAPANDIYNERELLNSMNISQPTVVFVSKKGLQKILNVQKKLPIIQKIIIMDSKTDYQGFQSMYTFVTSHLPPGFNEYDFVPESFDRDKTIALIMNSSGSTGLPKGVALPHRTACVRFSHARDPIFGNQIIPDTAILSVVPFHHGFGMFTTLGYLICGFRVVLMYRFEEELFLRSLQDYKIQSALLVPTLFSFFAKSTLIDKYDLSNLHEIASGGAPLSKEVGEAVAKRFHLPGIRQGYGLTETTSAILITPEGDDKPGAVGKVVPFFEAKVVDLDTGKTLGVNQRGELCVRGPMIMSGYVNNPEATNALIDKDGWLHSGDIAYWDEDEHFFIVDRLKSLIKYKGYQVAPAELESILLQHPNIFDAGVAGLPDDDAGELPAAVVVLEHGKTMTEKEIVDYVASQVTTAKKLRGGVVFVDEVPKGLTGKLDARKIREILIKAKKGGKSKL
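Biochemical qHTS of compounds, final roughly 60 µM downward over six points, against 10 nM purified firefly luciferase using Km concentrations of substrates (10 uM D-luciferin, 10 uM ATP) in Tris acetate pH 7.5 buffer; luminescence output.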
RORg inh: ROR gamma (mouse) transcription inhibition. P51450. Drosophila S2 Gal4-RORgamma UAS-luciferase reporter, 20 h. Potency, µM (highest dose often 53.6 µM), inactives show at the top dose activity change, negative = inhibition, actives largely listed as inhibitors. hit rate 5.4% among 310,000. AID 2551; note: potency is the fitted concentration of half-maximal effect; % is set by controls: 0 for no effect and ±100 for the full control effect; nearly all actives have a fitted effect of over 60% in size
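Drosophila Schneider cells stably carrying a metallothionein-driven Gal4 DBD–ROR gamma fusion and a UAS-Photinus luciferase reporter were exposed to compound for 1 hr, then induced with copper sulfate (700 uM final) for 20 hr at ambient temperature before luminescence reading.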
VP16 counter: counter-screen for ROR gamma inhibitors: Gal4-VP16 reporter; Potency, µM (doses to about 53.6 µM), for the others: at the top dose activity, negative = inhibition, most hits filed as inhibitors; Drosophila S2 Gal4-VP16 UAS-luciferase, luminescence, 20 h; hit rate 3.5% among 310,000;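 note: Gal4-VP16 expression switched on by copper sulfate through the metallothionein promoter; potency is the fitted concentration of half-maximal effect; % is set by controls: 0 for no effect and ±100 for the full control effect; nearly all actives have a fitted effect of over 50% in size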
ELG1 genotoxic: genotoxicity induction in ELG1-luciferase HEK293T cells; HEK293T ELG1-luciferase reporter, luminescence, 16 h; Potency, µM (titrated, usually from 46 µM), for inactives: at the top dose activity change, positive = activation, hits mostly activators; hit rate 1.3% among 330,000; AID 504466; note: potency is the fitted concentration of half-maximal effect; % of control where 0% means no effect; nearly all actives have a fitted effect of over 60% in size
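DMSO vehicle served as control against compound-treated ELG1-luciferase HEK293T cells; exposure lasted 16 hr at 37 °C and 5% CO2, followed by ONE-Glo luminescence detection after 30 min.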
BRCA1 expr act: BRCA1 expression activation; AID 624202; Potency, µM (doses to about 46.1 µM), inactives show top-dose activation, actives largely listed as activators; MCF7-BRCA1-FFLuc reporter, luminescence, 48 h; response scale: scaled: vehicle 0%, 10 µM genistein 100%; hit rate 1.1% among 380,000; note: potency is the fitted concentration of half-maximal effect; nearly all actives have a fitted effect of over 80% in size; some results filed as inactive show a strong effect at the top dose
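Compounds are tested at multiple concentrations on MCF7 BRCA1-luciferase reporter cells seeded at 2000 per well; after 48 h, a single luminescence end-point is taken and curves fitted to the normalized data.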
TRPV1 ag: human TRPV1 agonism; hit rate 0.19% among 320,000; activation, % at 8.33 µM; TRPV1-expressing cells, Fluo-8 calcium influx, agonist mode; Q8NER1; in the data active = activation above about 80%; inconclusive = between about 30% and that limit; note: 0% is about no effect
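Fluo-8 calcium influx in TRPV1-expressing cells, kinetic read (ex 480/em 520 nm). Compound added and read 3 min for agonist activity, followed by capsaicin at EC20 final and 2 min further read for enhancement.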
ELG1 repair inh: blocks ELG1-dependent DNA repair in HEK293T cells; HEK293T ELG1-luciferase reporter, luminescence, 16 h; DNA damage induced by 5-fluorouridine; Potency, µM (titrated, usually from 46.1 µM), for inactives: top-dose activity change, negative = inhibition, usual class: inhibitors; AID 504467; hit rate 2.3% among 330,000; note: potency is the fitted concentration of half-maximal effect; % is set by controls: 0 for no effect and ±100 for the full control effect; nearly all actives have a fitted effect of over 55% in size
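Cells (2,000 per well) received 5-fluorouridine plus test compound or DMSO and were incubated 16 hr at 37 °C, 5% CO2. Luciferase activity was read by luminescence 30 min after ONE-Glo addition; signal suppression marked inhibition of damage-induced ELG1 function.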
Tb PFK block: inhibitors of T. brucei phosphofructokinase | AID 485367 | T. brucei PFK, ADP-Glo luminescence | O15648 | hit rate 0.17% among 330,000 | Potency, µM (doses to about 57.5 µM), inactives show at the top dose activity, negative = inhibition, usual class: inhibitors;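 note: potency is the fitted concentration of half-maximal effect; 0% = uninhibited 1x PFK enzyme wells and -100% = no-enzyme wells; nearly all actives have a fitted effect of over 60% in size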
Target sequence (O15648 whole entry, looked up): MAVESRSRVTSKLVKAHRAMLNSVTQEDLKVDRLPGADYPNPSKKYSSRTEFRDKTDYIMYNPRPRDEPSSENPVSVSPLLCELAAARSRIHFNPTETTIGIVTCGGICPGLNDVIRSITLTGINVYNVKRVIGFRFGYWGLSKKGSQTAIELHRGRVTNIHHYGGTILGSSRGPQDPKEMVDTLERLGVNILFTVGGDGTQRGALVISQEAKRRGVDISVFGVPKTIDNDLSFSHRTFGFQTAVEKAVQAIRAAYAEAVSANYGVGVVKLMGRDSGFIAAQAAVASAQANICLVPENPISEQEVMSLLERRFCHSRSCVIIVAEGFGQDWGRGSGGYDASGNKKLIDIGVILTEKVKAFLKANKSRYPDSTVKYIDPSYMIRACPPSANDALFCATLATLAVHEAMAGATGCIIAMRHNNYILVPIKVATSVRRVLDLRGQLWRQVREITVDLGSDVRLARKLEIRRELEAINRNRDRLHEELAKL
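Luminescent ADP detection (ADP-Glo, two-step: ATP depletion then ADP-to-ATP conversion for luciferase) reported PFK activity after 45 min room-temperature reaction of 1.25 nM enzyme with 0.5 mM F6P and 0.1 mM ATP at pH 8.0.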
p53 reactivator: restores transcriptional activity of mutant p53; H1299 p53-A138V BP100-luciferase reporter, luminescence, 24 h; Potency, µM (highest dose often 92.2 µM), for inactives: top-dose activity change, positive = activation, usual class: activators; hit rate 0.063% among 320,000; note: potency is the fitted concentration of half-maximal effect; % of control where 0% means no effect; nearly all actives have a fitted effect of over 45% in size
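p53-null H1299 cells stably carrying temperature-sensitive p53-A138V and a BP100-luciferase reporter were pinned with compounds (4-point, 1:5 series) and held 24 hrs at 37 deg C. Luminescence was read 10 min after detection reagent.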
NPC1 prom act: activates the NPC1 promoter | Potency, µM (doses to about 9.22 µM), for the others: at the highest dose activation, hits mostly activators | Huh7 NPC1 promoter luciferase reporter, 24 h | hit rate 2.4% among 320,000 | AID 485313;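 note: potency is the fitted concentration of half-maximal effect; % of control where 0% means no effect; nearly all actives have a fitted effect of over 60% in size; reporter is driven by a mutant NPC1 promoter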
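Readout is luciferase luminescence, reflecting NPC1 promoter activation in stably transfected Huh7 cells after 24 h compound exposure at 37 °C in reduced-serum medium with 10% FBS.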
An asterisk follows results filed as active; u = inconclusive; x = not tested or not shown; [ ] = another dose, or the depositor's remark. Unless noted, calls come from the whole dose curve; as a rule, active = well fitted curve in the direction sought with a large enough effect; inconclusive = small, poorly fitted or top-dose-only effect, or another doubt; inactive = no such curve, though single readings can be large; an effect the other way counts as inactive or inconclusive. Hits appear at their usual frequency (roughly 15% active in at least one column).

Structure	Rab9 prom act	FLuc modulator	RORg inh	VP16 counter	ELG1 genotoxic	BRCA1 expr act	TRPV1 ag	ELG1 repair inh	Tb PFK block	p53 reactivator	NPC1 prom act
Cc1cc(C)c2c(c1)C(=O)/C(=C/c1ccc(C(=O)O)cc1)CC2	20%	19µM*	23%	-6%	14%	0%	-2	u	-2%	17%	19%
CCN(CC(=O)Nc1cc(Cl)ccc1C)C(=O)Cn1c(=O)cnc2ccccc21	-6%	-2%	x	x	2%	-11%	2	-1%	1%	-5%	-5%
O=C1CC(C(=O)Nc2cccc3ccccc23)C2(CCCC2)O1 (centres undefined)	-3%	7%	-20%	-1%	-1%	3%	0	-7%	5%	-1%	-2%
O=C(CN(CC1CCCO1)C(=O)CNS(=O)(=O)c1ccc(F)cc1)NC1CCCCC1 (centres undefined)	4%	3%	-3%	7%	1%	13%	-1	-2%	2%	0%	1%
Cc1ccc(C(=O)NCCc2n[nH]c(=S)n2C)cc1	14%	-11%	0%	22%[10 µM]	12%	41%	-1	u	-1%	4%	0%
CCOc1ccccc1C(=O)NCCCn1ccnc1	-6%	4%	6%	-7%	4%	0%	2	8%	2%	4%	0%
CC(C)C12CN3CC(C(C)C)(CN(C1)C3c1ccc3c(c1)OCO3)C2=O (centres undefined)	0%	6%	-29%[0.365 µM]	x	3%	-2%	12	8%	-11%	10%	-4%
COc1cc(CC(=O)OCC(=O)c2ccc3c(c2)OCCO3)cc(OC)c1OC	-25%	u	7%	-2%	17%	-66%	-1	12%	-2%	18%	-12%
O=C(Nc1ccc(F)cc1)c1ccc(S(=O)(=O)NCC2CCCO2)cc1 (centres undefined)	-8%	-1%	17%	-20%	-5%	-50%	1	-19%	-3%	2%	0%
CCCn1c(C)cc(C(=O)COC(=O)c2ccc[nH]c2=O)c1C	1.3µM*	2.7µM*	4µM*	6.3µM*	u	18%	1	u	-2%	u	u
c1ccc(CN2CCN(c3ncnc4c3[nH]c3ccccc34)CC2)cc1	-15%	-9%	u	16µM*	-12%	-76%[inhibitor]	80*	15µM*	-1%	-6%	-4%
Cc1csc(=O)n1CC(=O)OCc1nnc(-c2ccc(Cl)cc2)o1	-2%	-13%	x	x	20%	13%	15	u	0%	6%	-2%
COc1ccc(NS(=O)(=O)c2ccc(NC(=O)C(C)(C(F)(F)F)C(F)(F)F)cc2)nn1	3%	1%	5%	-13%	-1%	-7%	-2	8%	-2%	-10%	-3%
COc1ccc(/C=N/NC(=O)CCn2cnc(-c3ccccc3)c2-c2ccccc2)cc1OC	-26%	-2%	u	13µM*	-3%	-55%	9	u	-3%	-6%	-17%
CCCCn1c(NCc2ccc3c(c2)OCO3)nc2ccccc21	-6%	u	-10%	-6%	-6%	8%	3	-14%	19%	15%	-15%
O=c1[nH]c2ccc(Cl)cc2c(-c2ccccc2)c1SC(=S)N1CCOCC1	-5%	-18%	1µM*	4.5µM*	-12%	-79%	-2	-19%	-1%	-7%	-1%
CCNC(=O)N(C(=O)NCC)n1c(C)nnc1C	-7%	3%	-12%	-9%	-2%	11%	-7	-3%	-2%	-1%	-6%
Cc1ccc(C)c(Nc2c([N+](=O)[O-])cc(C(=O)N3CC(=O)Nc4ccccc43)cc2[N+](=O)[O-])c1	-1%	-12%	-5%	-13%	-12%	-67%	2	u	-3%	2%	1%
CCc1nnc(NC(=O)c2cccc(S(=O)(=O)N3CCN(C(C)=O)CC3)c2)s1	0%	-1%	x	x	2%	-25%	2	10%	2%	5%	-1%
CCSc1nc2ccccc2n1CC(=O)O	-1%	0%	-17%	-2%	-3%	0%	1	-5%	3%	-3%	0%
CCn1c(SCC(=O)NCc2ccccc2)nnc1C(CO)NC(=O)c1ccccc1 (centres undefined)	-5%	-2%	-7%	1%	4%	2%	-1	4%	5%	-5%	1%
C(=N\Nc1ccc(-n2ccnc2)nn1)/c1ccccc1	-5%	-7%	0%	2%	17%	74%	-7	0%	-1%	-5%	10%
O=C(c1ccco1)N1CCN(S(=O)(=O)c2cccs2)CC1	-1%	-19%	u	9%	0%	-2%	-2	10%	-1%	-5%	4%
CC(=O)Nc1ccc(S(=O)(=O)N2CCN(c3cccc(C)c3C)CC2)cc1	-16%	1%	11%	1%	-8%	-46%	-4	u	-3%	-2%	-1%
c1ccc(C2NCCn3cccc32)cc1 (centres undefined)	11%	-15%	-18%	-15%	-6%	-2%	7	u	4%	1%	16%
COc1ccc(C2C(C#N)=C(/N=C/N3CCN(C)CC3)OC3=C2C(=O)CC(C)(C)C3)cc1OC (centres undefined)	1%	-1%	-3%	-4%	-6%	2%	1	u	-3%	13%	5%
O=C(CSc1ncc(C(F)(F)F)cc1Cl)N1CCN(S(=O)(=O)c2ccc(Cl)cc2)CC1	-4%	0%	-17%	-1%	-6%	-59%	2	u	2%	4%	-5%
COc1ccc(CCNC(=O)CS(=O)(=O)c2cn(CC(=O)N3CCOCC3)c3ccccc23)cc1OC	-10%	-1%	6%	-2%	0%	-11%	4	-4%	-5%	1%	-1%
COc1ccc(C(=O)/C=C/C(=O)N(Cc2ccc(F)cc2)C(C(=O)NC2CCCCC2)c2ccncc2)c(O)c1 (centres undefined)	3%	4%	-3%[10 µM]	2%	-11%	-68%	u	18µM*	-1%	-4%	0%
O=C(COc1ccc(Cl)cc1)NCc1ccc(F)cc1	1%	0%	13%	-8%	0%	2%	u	0%	-12%	5%	1%
CCn1cc(CN2CCCC(CNS(=O)(=O)Cc3ccccc3)C2)cn1 (centres undefined)	-7%	-3%	2%	4%	0%	-13%	5	3%	-3%	3%	-5%
Cc1c(NS(=O)(=O)c2ccc3c(c2)OCCO3)cccc1-c1nc2cccnc2s1	-5%	-7%	u	-2%	u	-13%	-3	u	-5%	-3%	-2%
O=C(NCCCN1CCCC1=O)C1CCCO1 (centres undefined)	-1%	0%	1%	7%	2%	0%	-2	-11%	3%	-1%	0%
CCOC(=O)c1[nH]c(=O)[nH]c1CSc1nc(C)cc(C)n1	0%	0%	u	9%	3%	0%	-2	9%	-8%	-10%	3%
COc1ccc(-n2nc3ccccc3n2)cc1	28%	u	35%	2%	5%	u	0	-1%	1%	4%	19%
Cc1cc(C)n2nc(SCC(N)=O)nc2n1	-14%	4%	-11%	2%	-5%	0%	-2	-8%	1%	-2%	4%
CC(C)[C@@H](N)C(=O)NC[C@H]1O[C@@H](n2cnc3c(N)ncnc32)[C@H](O)[C@@H]1O	x	x	x	x	-4%	-2%	x	24%	3%	8%	x
CCOC(=O)c1c(N)sc2c1CCC(CC)C2 (centres undefined)	-2%	u	u	17%	8%	15%	2	13%	4%	5%	-1%

Among those listed so far, these have fluorine:
Structure	Rab9 prom act	FLuc modulator	RORg inh	VP16 counter	ELG1 genotoxic	BRCA1 expr act	TRPV1 ag	ELG1 repair inh	Tb PFK block	p53 reactivator	NPC1 prom act
O=C(CN(CC1CCCO1)C(=O)CNS(=O)(=O)c1ccc(F)cc1)NC1CCCCC1 (centres undefined)	4%	3%	-3%	7%	1%	13%	-1	-2%	2%	0%	1%
O=C(Nc1ccc(F)cc1)c1ccc(S(=O)(=O)NCC2CCCO2)cc1 (centres undefined)	-8%	-1%	17%	-20%	-5%	-50%	1	-19%	-3%	2%	0%
COc1ccc(NS(=O)(=O)c2ccc(NC(=O)C(C)(C(F)(F)F)C(F)(F)F)cc2)nn1	3%	1%	5%	-13%	-1%	-7%	-2	8%	-2%	-10%	-3%
O=C(CSc1ncc(C(F)(F)F)cc1Cl)N1CCN(S(=O)(=O)c2ccc(Cl)cc2)CC1	-4%	0%	-17%	-1%	-6%	-59%	2	u	2%	4%	-5%
COc1ccc(C(=O)/C=C/C(=O)N(Cc2ccc(F)cc2)C(C(=O)NC2CCCCC2)c2ccncc2)c(O)c1 (centres undefined)	3%	4%	-3%[10 µM]	2%	-11%	-68%	u	18µM*	-1%	-4%	0%
O=C(COc1ccc(Cl)cc1)NCc1ccc(F)cc1	1%	0%	13%	-8%	0%	2%	u	0%	-12%	5%	1%

Single records, as listed above. Values in the order: Rab9 prom act | FLuc modulator | RORg inh | VP16 counter | ELG1 genotoxic | BRCA1 expr act | TRPV1 ag | ELG1 repair inh | Tb PFK block | p53 reactivator | NPC1 prom act
Shown for CCn1cc(CN2CCCC(CNS(=O)(=O)Cc3ccccc3)C2)cn1 (centres undefined) : -7% | -3% | 2% | 4% | 0% | -13% | 5 | 3% | -3% | 3% | -5%
Shown for CCOC(=O)c1c(N)sc2c1CCC(CC)C2 (centres undefined) : -2% | u | u | 17% | 8% | 15% | 2 | 13% | 4% | 5% | -1%
